# MEKK3 PB1 HTS = raises or lowers MEK5 binding to the human MEKK3 PB1 domain; Q99759; bead-based flow cytometry, Alexa488-MEK5 binding to MEKK3; actives lie on both sides; 0 = blocked by unlabeled MEK5, 100 = vehicle; binding response (% of control), % at 10 µM; actives 1.4% (n = 290,000);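 active = binding response more than 3 SD above or below the average of its plate-row segment, actives on both sides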;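 also: Alexa488 bead fluorescence after subtracting the streptavidin-only scavenger bead signal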
# IDE act = boosts human insulin-degrading enzyme activity in HEK cells; P14735; FAbeta-B cleavage, fluorescence polarization; 0% vehicle, 100% cell-free pure enzyme wells; activation, % at 5.96 µM; actives 0.073% (n = 340,000); AID 493087;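 active = activation above the mean of all tested compounds plus 3 SD, set per screening campaign, cut at about 17% in these data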
# CRFBP-R2 block = blocks CRF-induced signaling of the CRF-BP/CRF-R2 complex; HEK293 CRF-R2/CRF-BP, CRF-induced calcium fluorescence; actives 0.59% (n = 350,000); inhibition, % at 11.8 µM;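 active = inhibition of the ligand-induced calcium signal above about 50% at the single tested concentration, limit read from the data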
# p-CIP stab down = compounds decreasing mouse p/CIP protein stability; Q05BA5; F442A p/CIP-EGFP cells, EGFP fluorescence, 16 h; decrease of EGFP signal, % at 10 µM; actives 0.01% (n = 290,000); AID 1984;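 active = EGFP signal decrease of at least 30% at 10 µM or well 3 SD below plate mean, unless failing retest; inactive = the rest, including hits failing retest or dose response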; also: some compounds called inactive have numbers as strong as hits; many of its hits are not listed in these tables
# IDE inh = inhibitors of human insulin-degrading enzyme in cells | HEK cells, FAbetaB cleavage, fluorescence polarization | P14735 | actives 0.41% (n = 320,000) | inhibition, % at 5.59 µM | AID 434962;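 active = percent inhibition above the average of all tested compounds plus 3 SD, set per screening campaign, cut at about 16% in these data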;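 also: IDE supplied by intact live HEK cells; FP after avidin binding of uncleaved biotin substrate so inhibition keeps polarization high; 0% = DMSO wells and 100% = 60 µM reference IDE inhibitor Ii1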
# PHOSPHO1 inh = blocks human PHOSPHO1 phosphatase activity | inhibition, % at 13.3 µM | actives 1.1% (n = 290,000) | recombinant PHOSPHO1, absorbance phosphatase assay | Q8TCT1; in the data active = inhibition above about 60%
# Target sequence (Q8TCT1 whole entry, looked up): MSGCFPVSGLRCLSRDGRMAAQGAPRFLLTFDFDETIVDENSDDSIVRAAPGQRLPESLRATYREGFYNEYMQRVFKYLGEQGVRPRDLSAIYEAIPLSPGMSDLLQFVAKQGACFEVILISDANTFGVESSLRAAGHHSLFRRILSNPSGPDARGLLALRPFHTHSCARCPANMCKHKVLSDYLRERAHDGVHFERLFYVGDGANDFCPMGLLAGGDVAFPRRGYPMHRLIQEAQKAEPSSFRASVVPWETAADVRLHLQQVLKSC
# GalR3 antagonist = human GalR3 antagonism. O60755. HEK293 GalR3-CNG cAMP membrane potential fluorescence; galR3 body fused to GalR1 C-terminus. inhibition, % at 3 µM. actives 0.44% (n = 360,000). AID 651719;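 active = inhibition above the screen-wide average plus 3 SD, cut at about 13% in these data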;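 also: forskolin and galanin both at EC90 stimulate the cells; cAMP rise reported by CNG channel membrane potential dye signal; 0% = forskolin plus galanin with DMSO and 100% = forskolin alone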
# Target sequence (O60755 1-299 limits assumed): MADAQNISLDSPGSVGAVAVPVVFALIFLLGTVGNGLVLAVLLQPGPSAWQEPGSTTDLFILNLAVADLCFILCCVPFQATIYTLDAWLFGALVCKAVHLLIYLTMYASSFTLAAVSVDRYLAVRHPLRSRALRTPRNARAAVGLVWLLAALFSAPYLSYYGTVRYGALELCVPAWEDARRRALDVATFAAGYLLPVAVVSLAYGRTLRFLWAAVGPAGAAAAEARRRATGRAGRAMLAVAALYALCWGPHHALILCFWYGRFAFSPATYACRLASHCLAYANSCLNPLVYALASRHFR
# M4 PAM = potentiates acetylcholine response at human M4 receptor; P08173; CHO-K1 hM4/Gqi5, Fluo-8 calcium fluorescence, ACh EC20; 0% = ACh EC20, 100% = maximal ACh; activation, % at 3 µM; actives 0.4% (n = 360,000); AID 624126;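 active = activation above its plate's cutoff, the mean activation of sample wells plus 3 SD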; also: some results filed as inactive read as strong as hits
# Target sequence (P08173 whole entry, looked up): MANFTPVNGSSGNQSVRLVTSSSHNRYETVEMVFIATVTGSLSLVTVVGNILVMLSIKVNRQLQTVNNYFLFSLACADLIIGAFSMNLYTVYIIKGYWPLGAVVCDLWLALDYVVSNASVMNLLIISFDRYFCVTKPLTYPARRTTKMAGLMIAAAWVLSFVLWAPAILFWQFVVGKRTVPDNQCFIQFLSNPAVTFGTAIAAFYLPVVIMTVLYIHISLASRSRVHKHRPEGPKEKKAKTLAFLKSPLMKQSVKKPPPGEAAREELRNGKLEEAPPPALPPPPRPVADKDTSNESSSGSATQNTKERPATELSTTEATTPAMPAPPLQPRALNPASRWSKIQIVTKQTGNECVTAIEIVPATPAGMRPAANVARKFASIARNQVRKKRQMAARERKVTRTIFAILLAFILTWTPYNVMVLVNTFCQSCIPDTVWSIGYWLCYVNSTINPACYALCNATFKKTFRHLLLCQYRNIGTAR
# CRFBP-R2 agonist = agonists of human CRF-binding protein/CRF-R2 receptor complex | actives 0.46% (n = 350,000) | HEK293 CRF-R2/CRF-BP, calcium dye fluorescence (FLIPR); percent of saturating CRF peptide response | AID 588473 | activation, % at 13.2 µM;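 active = activation of at least 50%, plus an integration ratio under a set limit after plate pattern correction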;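 also: plate controls were neutral control wells without compound for no effect and CRF at EC100 for full effect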
# * = called active by the depositor; x = not tested or not shown; [ ] = dose if it differs, or a comment.
SMILES,MEKK3 PB1 HTS,IDE act,CRFBP-R2 block,p-CIP stab down,IDE inh,PHOSPHO1 inh,GalR3 antagonist,M4 PAM,CRFBP-R2 agonist
COc1ccc(NC(=O)C2(c3ccccc3)CCCC2)cc1,102,4,11,-3,-8,26,-1,-4,0.2
Cc1cccc(CN2CCN(Cc3nc4c(s3)CCCC4)CC2CCO)n1 (stereo unspecified),104,-4,-12,8,-2,52,-3,3,2.5
O=S1(=O)CCN(Cc2cccnc2)CC1,x,x,-30,x,x,x,-6,14,0.8
COc1cc(OC)cc(OCC(O)Cn2ccnc2C)c1 (stereo unspecified),2.0*[inhibitor],2,4,11,0,10,-2,-3,-1.6
COc1cccc(CN2CCN(S(=O)(=O)c3ccc(NC(C)=O)cc3)CC2)c1OC,100,1,6,3,-1,-1,-3,-2,0.6
O=C(NNC(=O)c1ccccc1Cl)c1ccc2c(=O)n3c(nc2c1)CCC3,x,4,-1,x,-4,x,-5,6,-0.8
CC1=C(C(=O)OC2CCCCC2)C(c2ccc(C)o2)C2=C(CC(C)(C)CC2=O)N1 (stereo unspecified),91,0,3,-2,-2,24,-2,13,0.7
Cc1nc(C(=O)N2CCCC(C(=O)c3ccc(Cl)cc3)C2)cs1 (stereo unspecified),109,1,2,8,0,33,6,-19,-5.4
CCN(CC)c1nc(C#N)cc(-c2ccc(OC)cc2)n1,97,4,0,8,6,-12,-2,6,6.1
CCOc1ccccc1NC(=O)Cn1c(=O)c2ccccc2n(CC)c1=O,68,1,-29,2,-1,-10,-6,6,-2.5
CCc1ccc(-c2csc(NC(=O)C3CCCO3)c2C(=O)OC(C)C)cc1 (stereo unspecified),105,7,11,-2,-1,28,-1,6,14
Cc1ccc(-c2n[nH]c(=O)c3ccccc23)cc1S(=O)(=O)NCC1CCCO1 (stereo unspecified),103,-6,-2,3,4,46,-4,-2,0.1
O=C(Nc1ccc([N+](=O)[O-])cc1)N1CCc2ccccc2C1,103,3,7,-14,8,36,6,-8,-2.6
Cc1noc(C)c1C(=O)OCC(=O)N(C)C1(C#N)CCCCC1,x,4,5,x,1,x,-5,8,-1.3
C=CCOC(=O)C(=O)/C=C/c1c(C)n(C)n(-c2ccccc2)c1=O,108,-6,0,-12,2,48,-3,7,-3.4
CCN(Cc1ccccc1)C(=O)c1ccc(C(=O)N(CC)Cc2ccccc2)cc1,112,2,1,-17,7,36,-11,-6,-1.3
CN(C)C1(CNC(=O)C2CCN(S(=O)(=O)c3ccccc3C(F)(F)F)CC2)CCCCC1,102,5,-8,-50,-4,41,-2,2,-0.1
Cc1cccc(NC(=S)N2CCOCC2)c1C,103,3,38,0,4,-2,-3,-5,-4.0
Cc1cc(C(F)F)n2ncc(C(=O)NCc3ccccc3C(F)(F)F)c2n1,109,-1,0,-7,2,26,1,2,0.6
CC1CCCCC1N1CCN(C(=O)c2cccc(F)c2)CC1 (stereo unspecified),103,-1,-10,-3,0,2,-2,11,0.7
Cc1ccc(C(=O)N/N=C/c2ccc(-c3ccccc3[N+](=O)[O-])o2)cn1,101,-3,-27,-1,8,-6,-4,-3,0.8
O=C(CSc1nncs1)NC1CCCCCCC1,x,0,2,x,-2,x,-8,6,-1.0
O=C(N[C@@H](Cc1c[nH]c2ccccc12)C(=O)O)OCC1c2ccccc2-c2ccccc21,x,2,12,x,x,x,-2,5,-0.6
CCCNC(=S)Nc1c(C)n(C)n(-c2ccccc2)c1=O,99,6,18,-2,3,15,-2,13,-0.1
CCOC(=O)c1c(NC(=O)CNCC(O)CO)sc(C)c1C (stereo unspecified),101,1,7,-2,4,1,1,11,-1.5

# Reprinted from the part before: three entries, then new ones.
SMILES,MEKK3 PB1 HTS,IDE act,CRFBP-R2 block,p-CIP stab down,IDE inh,PHOSPHO1 inh,GalR3 antagonist,M4 PAM,CRFBP-R2 agonist
O=C(N[C@@H](Cc1c[nH]c2ccccc12)C(=O)O)OCC1c2ccccc2-c2ccccc21,x,2,12,x,x,x,-2,5,-0.6
CCCNC(=S)Nc1c(C)n(C)n(-c2ccccc2)c1=O,99,6,18,-2,3,15,-2,13,-0.1
CCOC(=O)c1c(NC(=O)CNCC(O)CO)sc(C)c1C (stereo unspecified),101,1,7,-2,4,1,1,11,-1.5
Cc1onc(-c2c(F)cccc2Cl)c1C(=O)NC(=S)NCc1cccnc1,100,5,13,-4,7,4,1,0,-3.0
COc1ccc(Nc2nnc(-c3ccncc3)s2)cc1Cl,102,-1,-3,-2,10,26,-12,1,0.0
O=C(Oc1ccc(Cl)c2cccnc12)N1CCCCCC1,109,1,31,-3,-1,-7,-3,3,6.8
CCN1CCN(CC(O)COc2ccc(Cl)cc2)CC1 (stereo unspecified),106,-1,14,-15,-3,20,2,12,-2.3
COc1cccc(N2C(=O)C(O)=C(C(C)=O)C2c2ccc(OC)c(OC)c2)c1 (stereo unspecified),83,4,13,-5,4,21,-3,0,-0.2
Cc1nc(NC(=O)CSc2ccccc2N)sc1C,102,x,20,-15,0,-37,9,x,-0.4
Cc1ccccc1CSc1ccc(-c2ccc3c(c2)OCO3)nn1,125,-4,2,-18,2,-24,-3,7,2.9
CC(C)Oc1ccc(C(=O)NN2C(=O)NC3(CCCCC3)C2=O)cc1,x,2,-5,x,4,x,-6,-1,0.1
COc1ccc(N/C=C(\C=C\C#N)S(=O)(=O)c2ccccc2)cc1,101,4,4,-2,6,37,-10,1,0.5
Cc1cccc(NC(=O)c2nc[nH]c2C(=O)N[C@@H](CC(C)C)C(=O)OCc2ccccc2)c1,99,6,3,4,4,11,-4,1,-0.7
O=C(O)C1CCCCC1C(=O)NCc1cn2ccccc2n1 (stereo unspecified),98,4,-30,6,4,6,x,-1,-0.9
CN1CCN(C(=O)C2=C[C@@H](c3ccccc3)C[C@@H](OCc3ccc(CO)cc3)O2)CC1,103,0,0,-20,3,30,-4,5,4.7
O=C(Nc1ccccc1)c1ccc(COc2ccccc2)cc1,98,4,7,-6,1,-24,-3,-3,-1.9
O=C(/C=C/c1ccc(Br)cc1)N1CCN(c2cccc(C(F)(F)F)c2)CC1,98,1,-29,-9,8,-12,-2,-1,2.6
Cc1cc(F)c(F)c(C(=O)N2CCC(C)CC2)c1Cl,103,5,1,-8,-1,8,-5,-2,0.7
C[C@H](CO)N1C[C@H](C)[C@H](CN(C)C(=O)Cc2ccccc2)OCc2cnnn2CCCC1=O,x,x,-17,x,x,x,-5,-1,0.1
O=C(CSc1nc2ccccc2s1)N1c2ccccc2Sc2ccc(C(F)(F)F)cc21,104,2,-8,-4,3,54,0,0,0.6
CCOC(=O)NC1c2ccccc2Oc2ccccc21,95,7,-5,-8,11,16,-4,-6,-0.7
CCC(C)NCCCCOc1ccc(C)cc1[N+](=O)[O-] (stereo unspecified),107,3,9,-16,-2,-23,-1,-2,-1.6
Cc1ccc(S(=O)(=O)NNC(=O)c2ccccc2O)cc1,109,6,-8,4,-1,0,-8,8,-2.2
CCOC(=O)C1CN(S(=O)(=O)c2ccccc2)c2cc(S(=O)(=O)CC)ccc2O1 (stereo unspecified),108,0,-3,-6,7,-27,-8,11,-2.6
CCc1noc(C)c1C(=O)N(CCOC)c1c(N)n(CC(C)C)c(=O)[nH]c1=O,106,5,-3,-14,1,-5,-1,10,2.6
COc1ccc(CCNC2=C(Cl)C(=O)N(CCc3ccccc3)C2=O)cc1OC,105,3,10,-13,6,5,0,-9,-0.1
O=c1[nH]c2ccc(S(=O)(=O)Nc3ccc(Cl)cc3)cc2[nH]1,103,3,0,0,-1,34,-9,-6,-2.7
COc1ccc(C(=O)N/C(=C\c2ccccc2)C(=O)Nc2ccc(C(=O)O)cc2)cc1,100,3,3,-2,x,33,-8,8,4.0

# Random excerpt: two entries already listed
SMILES,MEKK3 PB1 HTS,IDE act,CRFBP-R2 block,p-CIP stab down,IDE inh,PHOSPHO1 inh,GalR3 antagonist,M4 PAM,CRFBP-R2 agonist
CCN1CCN(CC(O)COc2ccc(Cl)cc2)CC1 (stereo unspecified),106,-1,14,-15,-3,20,2,12,-2.3
CCC(C)NCCCCOc1ccc(C)cc1[N+](=O)[O-] (stereo unspecified),107,3,9,-16,-2,-23,-1,-2,-1.6

# Remaining list, next part:
SMILES,MEKK3 PB1 HTS,IDE act,CRFBP-R2 block,p-CIP stab down,IDE inh,PHOSPHO1 inh,GalR3 antagonist,M4 PAM,CRFBP-R2 agonist
COC(=O)Cc1cc(=O)n(-c2ccccc2)[nH]1,96,6,12,-2,2,-14,-2,12,1.9
CCOC(=O)c1ccccc1NC(=O)CSc1nc2ccncc2[nH]1,98,4,27,-1,2,9,-5,7,-3.4
COc1ccc(NC(=O)CCNS(=O)(=O)c2ccc(Cl)c([N+](=O)[O-])c2)cc1S(N)(=O)=O,96,5,-5,-12,-4,-26,-9,-1,0.0
O=c1cc(NC2CCCCC2)c2ccccc2o1,99,-6,3,7,-1,23,-3,1,-1.2
O=C(NNC(=S)NC(=O)c1cccs1)c1ccc(NC(=O)c2ccccc2)cc1,102,3,10,-8,0,-6,2,2,-2.0
Clc1ccc(SCCOCCN2CCCCCC2)cc1,99,-2,-2,1,-3,14,-16,-15,-2.2
CCCNC(=O)c1ccccc1C(=O)NCCC,100,2,5,-11,0,18,-1,-1,0.0
O=C(CN1CCCN(Cc2ccc(F)cc2Cl)C1=O)NC1CCCC1,102,8,-4,2,0,-5,3,6,-1.7
Cc1nc2ccc(S(=O)(=O)N(C)CC(=O)N3CCc4ccccc43)cc2s1,109,4,-11,-13,-4,6,-5,-3,-1.0
CN1C(=O)c2cccc3c(S(=O)(=O)N(C)C)ccc1c23,104,1,6,-13,-3,36,-10,6,1.1
NCCCn1c(C(=O)c2ccc(Cl)cc2)c2ccc(C(F)(F)F)cc2[n+]1[O-],x,-5,-22,x,5,x,-8,-5,-0.5
CCOC(=O)C1(Cc2cccc(OC)c2)CCN(Cc2ccc(OC)c(O)c2)CC1,111,1,-22,-2,1,23,-5,1,-2.2
COc1cc(CN2CCNC(=O)C2CC(=O)N2CCCO2)cc(OC)c1 (stereo unspecified),98,1,9,-5,4,-10,-2,4,3.0
CN1CCN(C(=O)c2cnn3c(C(F)(F)F)cc(-c4ccc5c(c4)OCO5)nc23)CC1,96,4,-13,-6,5,1,2,5,0.8
COCCNC(=O)C(c1ccc(F)cc1)N(Cc1ccco1)C(=O)CCC(=O)Nc1nccs1 (stereo unspecified),99,-4,2,9,-1,1,0,11,0.6
CN(c1ccccc1)S(=O)(=O)c1cccc(C(=O)NNC(=O)c2ccccc2)c1,102,8,26,-6,1,-67,-4,-10,0.0
CCn1c(SCC(=O)NCc2ccccc2)nc2nc3c(cc2c1=O)CCCC3,108,0,-10,-12,0,34,12,-5,-1.6
COc1ccc(CCNC(=O)COC(=O)c2cnccn2)cc1,103,5,1,8,3,7,4,12,-1.8
COc1ccc(-c2nnc(Nc3nc4c(OC)cccc4s3)o2)c(OC)c1,105,-19,-1,-2,13,-18,-2,-5,-0.1
CC1=C[C@@H](C)[C@@H](c2ccc(C(F)(F)F)cc2)OC1=O,98,6,13,11,1,15,0,-2,-2.1
Cc1ccc(OCCCC(=O)Nc2nnc(C3CCCO3)s2)c(C)c1 (stereo unspecified),98,1,-6,-5,3,32,-4,6,0.3
CN(C)c1cccc(N(C)C)c1CNC(=O)NC(=O)c1c(F)cccc1F,107,-2,-13,-2,2,10,2,3,1.9
Cc1cc(OCC(=O)Nc2ccccc2F)nc(C(C)C)n1,97,-4,-16,-1,-2,10,-3,1,-0.2
CCn1c(Cc2ccccc2)nnc1SCC(=O)Nc1nc2ccccc2s1,107,4,0,-2,4,4,1,1,0.7
COc1ccc(-c2oc3ccccc3c2C(=O)OCc2ccc(O)cc2)cc1,101,-4,-2,-4,1,-13,-3,22,2.3

# High-throughput results deposited in PubChem by several laboratories.
